# CHRM1 PAM = human M1 muscarinic receptor positive allosteric modulators, primary screen, CHO-K1 cells, Fluo-8 calcium fluorescence, 1536-well. Muscarinic acetylcholine receptor M1 (Homo sapiens), P11229. CHO-K1 hM1, ACh EC20; 0% = ACh EC20, 100% = maximal ACh. activation, % at 3 µM. actives 0.088% (n = 360,000); in the data active = activation above about 19%, passing the limit was not always enough
# TAAR1 agonist = human TAAR1 agonists, primary screen, Fluo-8 calcium fluorescence, CHO RD-HGA16 cells; actives 0.99% (n = 360,000); Trace amine-associated receptor 1 (Homo sapiens), Q96RJ0; activation, % at 3 µM; AID 624467, 2012; vehicle wells 0%, saturating PEA agonist 100%;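 active = activation above the mean activation of all test compounds in the run plus 3 SD, cut at about 38% in these data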
#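 Test system: RD-HGA16 (CHO) cells co-expressing Gα16 and hTAAR1 | Doses: Single dose, 3 µM | Schedule: 17-24 h seeding, 75 min 37 °C dye, 30 min RT | Evaluation: % activation from peak over basal fluorescence ratio, DMSO-to-PEA scaled | Technique: Kinetic Fluo-8 calcium fluorescence | Benchmarks: Low control DMSO, high control PEA (EC100)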
# CHRM1 antagonist = human M1 muscarinic receptor antagonists, primary screen, CHO-K1 cells, Fluo-8 calcium fluorescence, 1536-well; inhibition, % at 3 µM; actives 1.3% (n = 360,000); CHO-K1 hM1, ACh EC80 antagonist;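 active = percent inhibition above its own plate's cutoff, namely the mean of that plate's compound wells plus 3 SD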;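 note: peak over basal fluorescence ratio during 140 s after agonist addition; 0% = ACh EC80 plus DMSO and 100% = DMSO alone without agonist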
# CHRM4 antagonist = human M4 muscarinic receptor antagonists, primary screen, CHO cells, Fluo-8 calcium fluorescence; Muscarinic acetylcholine receptor M4 (Homo sapiens), P08173; CHO-hM4 cells, ACh EC80; inhibition, % at 3 µM; actives 0.73% (n = 360,000); AID 624125, 2012;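 active = inhibition above its plate's cutoff, the mean inhibition of sample wells plus 3 SD, cut at about 27% in these data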;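 note: 0% = acetylcholine EC80 with DMSO and 100% = DMSO without agonist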
# Target sequence (P08173 whole entry, looked up): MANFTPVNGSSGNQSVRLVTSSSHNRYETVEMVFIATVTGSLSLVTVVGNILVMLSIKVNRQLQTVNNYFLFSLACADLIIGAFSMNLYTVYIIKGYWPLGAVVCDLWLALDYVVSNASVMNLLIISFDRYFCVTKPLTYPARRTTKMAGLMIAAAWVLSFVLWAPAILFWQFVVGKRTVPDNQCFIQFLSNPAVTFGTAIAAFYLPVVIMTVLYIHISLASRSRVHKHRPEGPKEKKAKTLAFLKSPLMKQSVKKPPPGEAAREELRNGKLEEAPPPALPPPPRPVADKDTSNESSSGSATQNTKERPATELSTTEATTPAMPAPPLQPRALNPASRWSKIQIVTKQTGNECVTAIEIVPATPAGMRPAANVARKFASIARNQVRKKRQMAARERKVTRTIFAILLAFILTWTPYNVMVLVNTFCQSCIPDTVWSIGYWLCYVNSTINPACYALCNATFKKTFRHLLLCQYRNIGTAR
# CHRM5 agonist = human M5 muscarinic receptor agonists, primary screen, CHO-K1 cells, Fluo-8 calcium fluorescence | AID 624037, 2012 | activation, % at 3 µM | CHO-K1 hM5 cells; 0% DMSO wells, 100% maximal acetylcholine response | Muscarinic acetylcholine receptor M5 (Homo sapiens), P08912 | actives 0.19% (n = 360,000);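 active = activation above the run's mean over test compounds plus 3 SD, cut at about 23% in these data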;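 note: signal is peak over basal fluorescence ratio across the kinetic read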
# Target sequence (P08912 whole entry, looked up): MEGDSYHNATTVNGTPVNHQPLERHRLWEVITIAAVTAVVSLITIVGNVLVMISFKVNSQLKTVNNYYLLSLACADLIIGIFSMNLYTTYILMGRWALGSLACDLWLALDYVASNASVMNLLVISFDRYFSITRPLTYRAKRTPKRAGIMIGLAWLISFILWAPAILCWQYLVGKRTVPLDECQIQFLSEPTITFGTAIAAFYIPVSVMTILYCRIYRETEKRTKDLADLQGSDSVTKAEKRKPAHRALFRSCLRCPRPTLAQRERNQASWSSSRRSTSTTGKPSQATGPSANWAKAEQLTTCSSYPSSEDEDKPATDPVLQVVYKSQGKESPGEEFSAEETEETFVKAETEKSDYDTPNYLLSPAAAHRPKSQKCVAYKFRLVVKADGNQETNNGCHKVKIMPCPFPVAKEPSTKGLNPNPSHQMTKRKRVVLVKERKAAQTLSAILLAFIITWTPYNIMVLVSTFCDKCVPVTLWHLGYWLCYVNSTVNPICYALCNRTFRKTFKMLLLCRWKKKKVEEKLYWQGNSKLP
# M5 PAM = human M5 muscarinic receptor positive allosteric modulators, primary screen, CHO-K1 cells, Fluo-8 calcium fluorescence | Muscarinic acetylcholine receptor M5 (Homo sapiens), P08912 | CHO-K1 hM5, ACh EC20 PAM; 0% = ACh EC20, 100% = ACh EC100 | activation, % at 3 µM | actives 0.3% (n = 360,000);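 active = activation above the run cutoff, the mean activation of all test compounds plus 3 SD, cut at about 18% in these data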
#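 Probe or stimulus: acetylcholine, EC20 level; Assay system: human M5 receptor in CHO-K1 cells; Schedule: compound preincubation 140 s before EC20 acetylcholine addition; Technique: intracellular calcium via Fluo-8 fluorescence; Dosing: single-point, 3 µM nominal; Read-out basis: percent activation from peak-over-basal fluorescence ratio, scaled EC20-to-EC100 acetylcholine; Repeats: one well per compound, no replicates.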
# M5 antag = human M5 muscarinic receptor antagonists, primary screen, CHO cells, Fluo-8 calcium fluorescence; CHO-hM5 cells, ACh EC80; inhibition, % at 3 µM; actives 0.59% (n = 360,000);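 active = inhibition above a per-plate cutoff, the mean of that plate's test compounds plus 3 SD, cut at about 27% in these data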;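 note: 0% = acetylcholine EC80 with DMSO and 100% = DMSO without agonist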
# CHRM4 agonist = human M4 muscarinic receptor agonists, primary screen, CHO-K1 cells, Fluo-8 calcium fluorescence; Muscarinic acetylcholine receptor M4 (Homo sapiens), P08173; CHO-K1 hM4/Gqi5; vehicle 0%, full acetylcholine response 100%; activation, % at 3 µM; actives 0.14% (n = 360,000); AID 624127, 2012;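 active = activation above the run mean over all test wells plus 3 SD, cut at about 32% in these data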;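 note: peak over basal fluorescence ratio per well then scaled between controls; 0% = DMSO wells and 100% = acetylcholine at EC100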
# CHRM1 agonist = human M1 muscarinic receptor agonists, primary screen, Fluo-8 calcium fluorescence, CHO-K1 cells, HTS; activation, % at 3 µM; actives 0.33% (n = 360,000); CHO-K1 hM1, agonist mode; 0% DMSO, 100% acetylcholine EC100;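 active = activation above the run's mean compound activation plus 3 SD, cut at about 16% in these data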;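 note: peak over basal fluorescence ratio within a 140 s kinetic read after compound addition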
# An asterisk follows results filed as active; · = not tested or not shown.
SMILES,CHRM1 PAM,TAAR1 agonist,CHRM1 antagonist,CHRM4 antagonist,CHRM5 agonist,M5 PAM,M5 antag,CHRM4 agonist,CHRM1 agonist
N#C/C(C(=O)Oc1ccccc1)=C1\C=Cc2ccccc2N1,2,6,-20,-4,-1,5,-7,0,-4
Cc1cccc(C)c1NC(=S)N1CCOCC1,7,1,-13,-12,0,2,-6,1,1
CCN(C(=O)Cn1nc(C(=O)O)c2ccccc2c1=O)C1CCCCC1,2,-2,2,-7,1,0,3,1,-9
C=CCN1c2ccccc2C(=O)C(C)S1(=O)=O (stereo unspecified),4,1,-3,-5,-1,1,-15,1,-3
CCCS(=O)(=O)c1nc(S(=O)(=O)c2ccc(C)cc2)c(NCCCN(C)C)s1,6,4,-3,-5,-8,3,11,0,-6
CCc1nc(Nc2ccc3c(c2)OCO3)c2oc3ccccc3c2n1,-10,0,-8,-3,-8,-3,3,-4,-7
O=C(NCc1ccco1)c1ccc(Cl)c(S(=O)(=O)N2CCc3ccccc32)c1,3,3,8,6,-3,-5,11,6,-10
CCN(Cc1ccccc1)S(=O)(=O)c1c(C)[nH]c(C)c1C(=O)N1CCCCC1,0,11,7,-1,-4,-1,3,1,-3
O=C(Nc1ccc2oc(-c3cccnc3)nc2c1)c1ccc2c(c1)OCCO2,-4,6,-7,-13,0,-1,3,6,-7
O=[N+]([O-])c1cc(Cl)c2cccnc2c1O,4,44*,2,-4,-2,-4,3,5,-3
C=CCNC(=S)N1CCN(c2ncc(C(F)(F)F)cc2Cl)CC1,4,0,-13,-19,1,7,-6,6,-1
O=C(CSc1nnc(-c2ccc(F)cc2)o1)c1ccc2c(c1)OCCO2,13,1,-30,3,3,1,-7,2,7
Cc1cccc(C(=O)N/C(=C\c2ccc(C)o2)C(=O)O)c1,7,8,-10,4,-2,13,-11,0,-1
Cc1ccc2ccc(C3C(=O)c4ccccc4C3=O)nc2c1,20,5,-38,-4,0,-4,4,1,10
O=C(c1ccc(COc2ccc(F)cc2)o1)n1cc(Br)cn1,4,2,-3,-4,-1,4,-4,0,-4
Cc1ccc(-n2ncc3c(=O)n(CC(=O)NC4CCCC4)cnc32)cc1C,6,1,-9,3,1,5,-4,1,-2
N=c1c2c3c(sc2ncn1CCN1CCOCC1)CCCCC3,10,5,-3,-1,-13,8,-1,2,-3
Cn1nccc1C(=O)Oc1cccc(/C=N/NC(=O)c2ccccc2O)c1,-5,10,7,-1,1,-12,15,6,-2
CCOc1ccc(Nc2nc(Cl)nc(N3CCN(c4ccc(OC)cc4)CC3)n2)cc1,-9,0,16,20,-1,-14,17,3,-5
CCC(C)(C)n1nnnc1C(c1cc2ccc(OC)cc2[nH]c1=O)N1CCc2ccccc21 (stereo unspecified),17,6,-10,-4,10,8,-6,4,11
CC(=O)N1CCCC(c2cc(C(=O)Nc3ccccc3)no2)C1 (stereo unspecified),6,2,-17,-9,1,-4,6,1,-2
CC(C)NC(=O)CSc1ccccc1C(=O)NCc1ccc2c(c1)OCO2,-5,9,7,1,-2,-2,8,4,-2
N#Cc1cc([N+](=O)[O-])ccc1Oc1cccc(/C=N/NC(=O)c2cccc(Cl)c2)c1,-6,·,14,-5,0,-11,0,2,-3
CCC(CO)Oc1cc(NCc2ccc(OC)cc2)c2ncn(C(C)C)c2c1 (stereo unspecified),11,8,-8,-6,-2,0,7,0,-3
Cc1cccnc1Nc1nc(-c2ccc(O)cc2)cs1,3,0,-4,-9,-1,-2,-4,-1,-3
COc1ccc(C2C(C(=O)N3CCN(c4ccccn4)CC3)CCC(=O)N2c2cc(OC)c(OC)c(OC)c2)cc1 (stereo unspecified),5,0,-8,0,-1,-5,8,0,-4
Cc1cc(NC(=O)c2noc3c2CCCC3)nn1Cc1ccc(Cl)cc1,-4,17,8,1,-2,2,-4,3,-4
Cc1cccc(OCCNc2ccc(C(F)(F)F)cc2[N+](=O)[O-])c1,8,-1,-14,-16,-3,3,-2,0,-9
O=c1cc(-c2ccc(O)c(O)c2)oc2ccc3ccccc3c12,4,3,-13,-2,1,-4,0,1,-3
CC(=O)Nc1cccc(NC(=O)/C=C/c2ccc(S(=O)(=O)N3CCOCC3)cc2)c1,16,2,-14,-8,0,9,11,2,1
O=c1[nH]cnc2c1oc1ccccc12,4,-1,-5,-4,-3,0,-2,0,-5
Cc1cc(C)n(-c2ccc(C(=O)Nc3ccc(S(=O)(=O)N(C)C)cc3)cc2)n1,5,9,-6,1,6,-5,-2,7,-2
CCOc1ccc(NC(=O)CN(C)C(=O)c2cc([N+](=O)[O-])ccc2Sc2ccccc2)cc1OCC,6,1,-8,-8,-4,-9,8,7,-6
Cc1cccc(C)c1NC(=O)C1(C)c2cccc[n+]2CC(=O)N1Cc1cccs1 (stereo unspecified),2,2,-3,11,-4,-3,8,0,-8
Nc1nc(SCc2nnc(SCC(=O)O)n2-c2ccccc2)nc2sc3c(c12)CCCC3,18,7,-3,14,-5,5,7,0,-6
CCOC(=O)COc1ccc(C2CC(C)=NN2c2ccccc2)cc1 (stereo unspecified),6,9,0,-14,-9,5,4,0,-5
CCN(CC(=O)Nc1ccc(NC(C)=O)cc1)C(=O)c1cc(-c2ccccc2Cl)nc2ccccc12,-16,39*,41*,9,9,-43,12,24,0
O=C(CSc1nc(C2CC2)nc2ccccc12)Nc1ccccc1,-3,-4,9,6,-1,-2,9,3,-4
CC1CC(C)CN(C(=O)CSc2nnc(-c3ccc(Cl)s3)o2)C1 (stereo unspecified),4,0,-17,-9,-3,-7,0,3,-7
Cc1noc(NS(=O)(=O)c2ccc(NC(=O)c3ccc(F)cc3)cc2)c1C,0,1,-2,4,0,4,4,0,0
CC(C)c1cc(C(=O)N/N=C/c2ccoc2)c(O)c(C(C)C)c1,3,16,-2,5,-2,0,4,0,-1
CCN1CCN(C(=O)C(N)Cc2ccccc2)CC1 (stereo unspecified),14,4,-10,-3,-4,8,-8,2,-16
COc1ccc(CCNC(=O)CCn2c(=O)[nH]c3cc(OC)c(OC)cc3c2=O)cc1OC,7,8,-9,-5,-1,3,-7,1,-2
Cc1nn2c(nc(N3CCOCC3)c3ccccc32)c1C=C(C#N)C#N,11,2,-5,-8,1,2,-6,1,-3
Cc1ccc(S(=O)(=O)N2CCN(c3ccc(S(=O)(=O)N4CCOCC4)cn3)CC2)cc1,10,0,-1,0,-4,-8,-6,1,1
COC(=O)[C@H](Cc1ccccc1)NC(=O)/C=C/[C@H]1O[C@@H](n2cc(C)c(=O)[nH]c2=O)C[C@@H]1O,6,2,-24,13,1,1,12,1,-1
O=C(CSc1ncc(-c2ccc(F)cc2)[nH]1)NCc1ccco1,5,2,-13,3,2,1,4,2,-5
COc1ccc(C(C#N)N2N=C(C)CC2(C)C)cc1OC (stereo unspecified),7,2,-21,-2,-1,0,-4,2,-3
N#Cc1ccccc1S(=O)c1ccccc1C(=O)Nc1ccccc1 (stereo unspecified),3,3,11,0,5,12,-20,2,-2
COc1cccc(NC(=O)CCSc2ccc3ccccc3n2)c1,1,-3,-9,-6,-3,-11,6,8,-10
CNC(=O)Cn1nc(C)c2ccccc2c1=O,8,10,-5,7,0,-5,9,0,-3
CCOC(=O)C1(Cc2ccccc2)CCN(Cc2ccon2)CC1,10,0,-6,-8,2,8,-5,2,-6
CC(C)Cn1nnc2c(=O)oc3ccccc3c21,-8,6,14,4,1,0,-4,1,-3
O=C(Nc1nc(-c2ccc(-c3ccccc3)cc2)cs1)C1CCCO1 (stereo unspecified),-2,6,9,4,1,-14,12,6,-1
O=C1C2C3C=CC(C3=C(c3ccccc3)c3ccccc3)C2C(=O)N1CCO (stereo unspecified),-24,11,14,-7,-2,0,-1,0,-7
O=C(NCC1CCCO1)c1ccc2c(=O)n(Cc3cccc(Br)c3)c(=S)[nH]c2c1 (stereo unspecified),-2,2,9,3,4,-5,9,1,-1
O=C(CN1C(=O)CCS(=O)(=O)c2ccccc21)Nc1cccc(Cl)c1,7,13,-11,8,1,-4,5,3,-4
O=C(NCc1cccnc1)C1CCN(S(=O)(=O)c2cccc(C(F)(F)F)c2)CC1,6,9,0,8,2,-1,7,1,-6
CCc1nc2nc(C)c(NS(=O)(=O)c3ccc(Br)s3)c(=O)n2[nH]1,15,13,-7,-1,-1,14,5,0,6
COCCN(Cc1cc2cc(C)ccc2nc1Cl)C(=O)Nc1ccccc1C,-1,7,-4,-12,-2,-2,-6,1,-7
# Remaining list, next part:
SMILES,CHRM1 PAM,TAAR1 agonist,CHRM1 antagonist,CHRM4 antagonist,CHRM5 agonist,M5 PAM,M5 antag,CHRM4 agonist,CHRM1 agonist
O=C(NC1CCCCC1)c1ccc(OC2CCN(Cc3ccccn3)CC2)cc1,4,·,-4,-3,-7,-4,2,1,-6
CCN1CCN(c2nc(Nc3cc(OC)ccc3OC)nc(Nc3cc(OC)ccc3OC)n2)CC1,3,3,-6,-7,7,1,7,7,-2
COc1ccc(CN(C)CC(=O)Nc2ccccc2C(F)(F)F)c(OC)c1,-1,4,7,-2,-4,10,-15,0,1
CC(=O)NCCNC(=O)c1cccc(NS(=O)(=O)c2ccc3c(c2)OCCO3)c1,1,2,3,-6,-4,0,6,2,0
COc1cc(/C=N/NC(=O)CN2CCOCC2)ccc1OCc1ccccc1,5,6,-5,0,1,1,-7,3,-7
COc1ccccc1C(=O)NNC(=O)c1ccccc1F,7,5,-3,7,0,2,1,1,-6
CCOc1cccc(C=NNc2ccc(S(=O)(=O)Nc3ccccc3C(=O)O)cc2[N+](=O)[O-])c1O,10,-1,-12,0,-4,2,10,0,-2

# Compound profiles, as listed above. Order of screens: CHRM1 PAM, TAAR1 agonist, CHRM1 antagonist, CHRM4 antagonist, CHRM5 agonist, M5 PAM, M5 antag, CHRM4 agonist, CHRM1 agonist
# `CCOc1cccc(C=NNc2ccc(S(=O)(=O)Nc3ccccc3C(=O)O)cc2[N+](=O)[O-])c1O` is listed with 10, -1, -12, 0, -4, 2, 10, 0, -2
# `CCN1CCN(c2nc(Nc3cc(OC)ccc3OC)nc(Nc3cc(OC)ccc3OC)n2)CC1` is listed with 3, 3, -6, -7, 7, 1, 7, 7, -2
# `CC(=O)NCCNC(=O)c1cccc(NS(=O)(=O)c2ccc3c(c2)OCCO3)c1` is listed with 1, 2, 3, -6, -4, 0, 6, 2, 0
# `COc1cc(/C=N/NC(=O)CN2CCOCC2)ccc1OCc1ccccc1` is listed with 5, 6, -5, 0, 1, 1, -7, 3, -7
# `COc1ccccc1C(=O)NNC(=O)c1ccccc1F` is listed with 7, 5, -3, 7, 0, 2, 1, 1, -6

# Screening data deposited in PubChem BioAssay by The Scripps Research Institute Molecular Screening Center.

# An excerpt; count on the stated rates, not on these rows.
